Screens as filed in PubChem.
Lipid storage S3: qHTS Assay for Lipid Storage Modulators in Drosophila S3 Cells; Drosophila S3 cells, BODIPY lipid droplet fluorescence, 18-24 h; cells fed with added oleic acid; lipid storage change, negative = inhibition, % at the top dose, mostly 46.1 µM; hits show Potency in µM; 320,000 tested, 0.64% active; active = well fitted inhibition curve with a large enough effect in the signal ratio, with a control signal flat, not every such curve was filed as active; inconclusive = small, poorly fitted or top-dose-only effect, or effect the other way, or a change in a side signal; the % refers to the signal ratio
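Drosophila S3 cells loaded with oleic acid (400 uM, as added) and compounds at several concentrations; lipid droplets imaged by 488-nm laser-scanning cytometry, 500–530 nm intensity and object ratio to cell channel. Percent activity normalized to 20 uM Triacsin C.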
Lipid storage S3 cell count max: second read-out of Lipid storage S3, no call of its own (marks repeat the call); cell number change, %; measured here: cell count max response;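 cells counted by Cell Tracker Red CMTPX staining in the red channel; peak over a dose series mostly up to 46.1 µM; percent activity relative to internal control wells on each plate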
An asterisk follows results filed as active; i = inactive; ? = inconclusive; · = no result given; & = joins results of further samples. % is set by controls: 0 for no effect and ±100 for the full control effect; potency is the fitted concentration of half-maximal effect. Some of the compounds tested. The share of hits here may be higher or lower than overall.

SMILES	Lipid storage S3	Lipid storage S3 cell count max
COc1ccc(CCNC(=O)CNC(=O)Cn2ccc3ccccc3c2=O)cc1OC	?	·
COc1cc(C(=O)NCCc2ccccc2)ccc1OCC(=O)N1CCOCC1	?	·
COc1cccc(N=Cc2c[nH][nH]c2=O)c1	?	·
CCOc1ccc(CNC(=O)CCC(=O)N2CCSc3ccccc32)cc1	?	·
CCCC(=O)Nc1ccc(N2CCN(C(=O)c3cc4ccccc4o3)CC2)cc1	18%	-36
CC(C)C(=O)NC(=O)COC(=O)/C=C/c1cccs1	?	·
O=C(CSc1ccc(Cl)cc1)Nc1cccc(-c2nnc(-c3ccco3)o2)c1	-9%	-9
Oc1ccc(-n2cccc2/C=N/n2cnnc2)cc1	5%	5
Cc1cc(C(=O)CSc2nnc(-c3ccco3)o2)c(C)n1-c1ccc2c(c1)OCCO2	?	·
COc1cccc(OCc2cc(C(=O)N3CCN(c4ccccc4OC)CC3)no2)c1	?	·
CCCCNc1cc(=O)oc2ccccc12	-3%	-3
Cc1csc(=O)n1CC(=O)OCc1nnc(-c2ccc(Cl)cc2)o1	?	·
Cc1ccc(C(=O)N/C(=C/c2cccs2)C(=O)NCc2ccco2)cc1	6%	1
CC(=O)N1CCN(S(=O)(=O)c2cccc(C(=O)NNC(=O)Cn3nc(C)cc3C)c2)CC1	?	·
COc1ccc(/C(C)=N/NC(=O)CNC(=O)c2ccco2)cc1	?	·
CCN1C(=O)c2ccccc2S(=O)c2ccc(C(=O)N3CCN(C(=O)c4ccco4)CC3)cc21 (stereo not drawn)	?	·
COC(=O)c1ccc(NC(=O)Cc2ccccc2)cc1	?	·
COc1ccc(C(=O)C2CCCN(Cc3ccc4nonc4c3)C2)c(OC)c1 (stereo not drawn)	7%	-6
O=C(OC(C(=O)NCc1cccs1)c1ccccc1F)c1ccco1 (stereo not drawn)	1%	-6
CCOc1ccc(C(=O)OC2CCN(C)CC2)cc1	6%	10
CCCCN=Cc1c(C)[nH]n(-c2ccccc2)c1=S	5%	·
O=C(c1ccc2nc[nH]c2c1)N1CCc2ccccc2C1	-1%	-11
Cc1ccc2c(c1)CC1(CN2C)C(=O)OC(C)(C)OC1=O	i	25
COc1ccc(OCC(=O)NNC(=O)C(=O)N2CCCC2)cc1	?	·
CC(=O)N1CCN(S(=O)(=O)c2c(F)cc(F)c(Cl)c2F)CC1	?	·
CCOC(=O)CNC(=O)c1cn(CC)c(=O)c2cc(OC)c(OC)cc12	?	·
O=C(COC(=O)c1ccccc1F)NNC(=O)c1ccccc1	-10%	-18
COCCn1c(SCC(=O)Nc2cc(C)on2)nnc1-c1ccco1	?	·
O=c1[nH]c2cccc(Cl)c2n(CCNc2ncc(C(F)(F)F)cc2Cl)c1=O	?	·
Cc1ccc(N2CC(C(=O)NCc3ccccn3)CC2=O)cc1 (stereo not drawn)	21%	-2
Cc1cccc(N2CCN(C(=S)Nc3ccc4nc(N5CCN(C)CC5)cc(C)c4c3)CC2C)c1 (stereo not drawn)	?	·
COc1ccc(NC2CS(=O)(=O)CC2NCc2ccco2)cc1 (stereo not drawn)	i	13
O=C(CCN1C(=O)c2ccc([N+](=O)[O-])cc2C1=O)Nc1cccc(O)c1	-8%	8
CN(C)S(=O)(=O)c1ccccc1N=C=S	-10%	-11
COc1ccc(N(CC(=O)Nc2cccc(N(C)S(C)(=O)=O)c2)S(=O)(=O)c2ccccc2)cc1Cl	?	·
Cc1nc2ccccc2n1CCOc1ccc([N+](=O)[O-])cc1	15%	1

Shown comma-delimited: entries from further up.
Molecule,Lipid storage S3,Lipid storage S3 cell count max
O=C(OC(C(=O)NCc1cccs1)c1ccccc1F)c1ccco1 (stereo not drawn),1%,-6
CCOc1ccc(C(=O)OC2CCN(C)CC2)cc1,6%,10
CCCCN=Cc1c(C)[nH]n(-c2ccccc2)c1=S,5%,·
O=C(c1ccc2nc[nH]c2c1)N1CCc2ccccc2C1,-1%,-11
Cc1ccc2c(c1)CC1(CN2C)C(=O)OC(C)(C)OC1=O,i,25
COc1ccc(OCC(=O)NNC(=O)C(=O)N2CCCC2)cc1,?,·
CC(=O)N1CCN(S(=O)(=O)c2c(F)cc(F)c(Cl)c2F)CC1,?,·
CCOC(=O)CNC(=O)c1cn(CC)c(=O)c2cc(OC)c(OC)cc12,?,·
O=C(COC(=O)c1ccccc1F)NNC(=O)c1ccccc1,-10%,-18
COCCn1c(SCC(=O)Nc2cc(C)on2)nnc1-c1ccco1,?,·
O=c1[nH]c2cccc(Cl)c2n(CCNc2ncc(C(F)(F)F)cc2Cl)c1=O,?,·
Cc1ccc(N2CC(C(=O)NCc3ccccn3)CC2=O)cc1 (stereo not drawn),21%,-2
Cc1cccc(N2CCN(C(=S)Nc3ccc4nc(N5CCN(C)CC5)cc(C)c4c3)CC2C)c1 (stereo not drawn),?,·
COc1ccc(NC2CS(=O)(=O)CC2NCc2ccco2)cc1 (stereo not drawn),i,13
O=C(CCN1C(=O)c2ccc([N+](=O)[O-])cc2C1=O)Nc1cccc(O)c1,-8%,8
CN(C)S(=O)(=O)c1ccccc1N=C=S,-10%,-11
COc1ccc(N(CC(=O)Nc2cccc(N(C)S(C)(=O)=O)c2)S(=O)(=O)c2ccccc2)cc1Cl,?,·
Cc1nc2ccccc2n1CCOc1ccc([N+](=O)[O-])cc1,15%,1

(next part)
SMILES	Lipid storage S3	Lipid storage S3 cell count max
O=C(/C=C\c1ccccc1)NCC(=O)N/N=C/c1ccc(O)cc1O	i	-10
CCc1ccc(N2C(=O)C3ON(c4ccccc4)C(c4ccco4)C3C2=O)cc1 (stereo not drawn)	6%	7
C=CCOC(=O)c1sc(NC(=O)c2ccco2)nc1C	27%	-9
Cc1nc2c(C(=O)N3CCN(C)CC3)cnn2c(C)c1Cc1ccc(Cl)cc1	i	·
COc1cc(OC)cc(C(=O)Nc2ccn(C)n2)c1	?	·
COc1ccccc1N(CC(=O)NCCC1=CCCCC1)S(=O)(=O)c1ccccc1	?	·
O=C(N/N=C/C=C/c1ccco1)c1cccc([N+](=O)[O-])c1	?	·
Cc1cccc(C(=O)N2CCN(S(=O)(=O)N3CCCCCC3)CC2)c1	?	·
Cc1ccc(-c2nc(-c3ccccc3)no2)c(Cl)c1	?	·
COc1ccc(Br)cc1/C=N/NC(=O)CNC(=O)/C=C/c1ccccc1	13%	-12
COc1ccc(/C=C2/C(=O)N(c3ccccc3)N=C2C)cc1Br	-13%	-17
Cc1scc(C(=O)N/N=C/c2ccc([N+](=O)[O-])o2)c1C	?	·
CCN(CC)CCN1C(=O)C2C(C(=O)Nc3ccc(C(C)C)cc3)C3C=CC2(O3)C1C(=O)NC1CCCCC1 (stereo not drawn)	i	1
COc1ccccc1NC(=O)c1ccc2nsnc2c1	3.7µM*	21*
NS(=O)(=O)c1cccc(NC(=O)c2ccc3nc[nH]c3c2)c1	i	-8
COC(=O)c1[nH]c2cc(OC)ccc2c1NC(=O)CN1CCOCC1	-13%	-16
Cn1c(=O)c(=O)n(C)c2cc(S(=O)(=O)CCC(=O)NCc3ccccc3)ccc21	-3%	-13
COc1ccc(C)cc1NC(=O)CCc1ccc(S(=O)(=O)N2CCOCC2)cc1	?	·
CCOC(=O)c1ccc(NC(=O)CN2CCc3ccccc3C2)cc1	i	-26
CC1CCN(c2nc3ccc(C(=O)N4CCN(Cc5ccccc5)CC4)cc3s2)CC1	?	·
C=CCc1ccccc1OCC(O)Cn1ccnc1C (stereo not drawn)	?	·
CC1(C)Cc2ccccc2-c2nnc(SCC(=O)N3CCN(c4ccccc4)CC3)n21	?	·
CCC1=C2CC[C@H]3C(=O)N(CC)C(=O)[C@H]3[C@H]2[C@@]2(Cc3ccccc3)C(=O)N(Cc3ccccc3)C(=O)N2C1=O	8%	19
N#CCc1c(C#N)c(N)nc(N2CCCC(CO)C2)c1C#N (stereo not drawn)	?	·
O=C(Nc1ccccc1)C1CC(=O)N(c2ccc3c4c(cccc24)CC3)C1 (stereo not drawn)	i	·
Oc1c(Br)cc2oc3c(c2c1CNCc1ccccc1)CCCC3	?	·
CC(C)C(NC(=O)c1ccco1)C(=O)OCc1cc([N+](=O)[O-])cc2c1OCOC2 (stereo not drawn)	?	·
Cc1ccc(-c2onc3ccc(C(=O)/C=C/N(C)C)cc23)cc1	9%	8
CN=C(Nc1ccc(Cl)cc1)c1ccc(C(F)(F)F)cc1	-1%	-3
CCC1CCCCN1CCCNC(=O)CS(=O)(=O)Cc1nc(-c2cccc(OC)c2)oc1C (stereo not drawn)	i	-17
Cc1cccc(-c2nc(CSCC(=O)N3CCN(Cc4ccc5c(c4)OCO5)CC3)c(C)o2)c1	?	·
COCCSc1nnc(NS(=O)(=O)Cc2ccccc2)s1	?	·
Cc1cccc(N(CC(=O)NCc2ccco2)C(=O)CCC(=O)Nc2nccs2)c1	-12%	-1
COc1ccc(S(=O)(=O)N2CCC(C(=O)NCCN3CCOCC3)CC2)cc1OC	i	·
COc1cc(-c2cc(N3C(=O)Nc4ccccc4N3O)n[nH]2)cc(OC)c1OC	?	·
CN(Cc1ccco1)Cc1ccc(O)c2ncccc12	?	·
CN(C)CCN(Cc1ccccc1)c1ccccn1	3%&-1%	9&7
CC(C)CC1NC(=O)N(CC(=O)Nc2ccc(OCc3ccccc3)cc2)C1=O (stereo not drawn)	?	·
CN(CC(=O)NCc1cccc(F)c1)C(=O)c1ccco1	-6%	4
CSc1ccc(CN2CCCC(N3CCN(c4ccccc4)CC3)C2)cc1 (stereo not drawn)	13%	-10
CC1CCCN(C(=O)Cn2c3ccccc3c3nc4n(c(=O)c32)CCS4)C1 (stereo not drawn)	7.3µM*	-9.4*
Cc1cccc(Nc2ncnc3onc(-c4cccc(Cl)c4)c23)c1C	?	·
CCC1Sc2ccc(S(=O)(=O)CCC(=O)N3CCc4ccccc43)cc2NC1=O (stereo not drawn)	?	·
O=C(NCCS(=O)(=O)N1CCCCCC1)c1ccc(F)cc1	?	·
Cc1ccc(C(=O)NNC(=O)c2ccc(Br)s2)cc1S(=O)(=O)N1CCOCC1	?	·
O=c1cc(CN2CCN(c3ccccc3)CC2)nc2scc(-c3ccccc3)n12	i	·
COc1ccc(C(C)(C)C)cc1NC(=O)CCN1C(=O)C2CCCCC2C1=O (stereo not drawn)	?	·
CCOC(=O)C1CCCN(c2c(N3CCN(C4CCCCC4)CC3)c(=O)c2=O)C1 (stereo not drawn)	?	·
O=C(COC(=O)c1ccc(F)c(S(=O)(=O)N2CCOCC2)c1)Nc1ccc2[nH]c(=O)[nH]c2c1	?	·
C/C(=N\NC(=O)CSCc1ccc(Cl)cc1)c1ccc(NC(=O)c2ccccc2)cc1	?	·
COc1ccc(OC)c(NC(=O)c2ccc(CSc3nnc(C)s3)cc2)c1	-13%	-2
COc1ccc(/C=C/C(=O)NC(=S)NCC2CCCO2)cc1 (stereo not drawn)	2%	3
Cc1cc(C)cc(Nc2nc3ccccc3c(=O)[nH]2)c1	1%	-20
Cc1ccc(C(C)n2cc(C(=O)NCc3ccccn3)nn2)cc1 (stereo not drawn)	?	·
Nc1cc(=O)[nH]c(SCC(=O)Nc2cc(S(=O)(=O)N3CCCCC3)ccc2Cl)n1	4%	-9
CCC(=O)N(C1=C(NC(C)C)C(=O)c2ccccc2C1=O)C(C)C	?	·
CC(=O)Nc1ccc(S(=O)(=O)N2CCSC2C(=O)O)cc1 (stereo not drawn)	?	·
CC(C)COC(=O)c1cc(=O)[nH]c2ccccc12	13%	-10
O=C(CNS(=O)(=O)c1ccc(Br)cc1)NCc1cccnc1	?	·
O=C(COc1ccc(-c2nnco2)cc1)N1CCN(S(=O)(=O)c2ccc3ccccc3c2)CC1	i	-10
Next structures:
SMILES	Lipid storage S3	Lipid storage S3 cell count max
Cc1ccc(NC(=O)CN2C(=O)NC(Cc3ccccc3)C2=O)c(Br)c1 (stereo not drawn)	?	·
COc1ccccc1NC(=O)c1nn(C)c(C(=O)Nc2ccccc2OC)c1[N+](=O)[O-]	i	24
O=C(NCCCc1ccccc1)c1ccc(-n2cncn2)c([N+](=O)[O-])c1	?	·
CCN(C(=O)COC(=O)c1c(C)nn(-c2ccccc2)c1Cl)c1c(N)n(Cc2ccccc2)c(=O)[nH]c1=O	?	·
O=C(NNC(=O)c1cc2cc(Br)ccc2oc1=O)c1ccc(O)cc1	-9%	1
O=C(COC(=O)/C=C/c1cccc(Br)c1)NC1CCCCC1	-8%	3
COc1ccc(NC(=O)COC(=O)c2ccco2)c([N+](=O)[O-])c1	?	·
Cc1nn(-c2ccccc2)c2sc(C(=O)NCCN3CCOCC3)cc12	?	·
CC1N(C)c2cc(NC(=O)c3ccco3)c(P(=O)(Nc3ccc([N+](=O)[O-])cc3)N3CCOCC3)cc2C1(C)C (stereo not drawn)	?	·
COc1cccc(C(=O)NCCS(=O)(=O)NC2CCCC2)c1	i	·
Cc1ccc2nc(NC(=O)CN(C)S(=O)(=O)c3ccc(Br)s3)sc2c1	?	·
Cc1ccc(NC(=O)c2sc(Cl)nc2-c2ccccc2)cc1C	?	·
O=C(Nc1ccc(N2CCCC2)c(Cl)c1)c1ccco1	16%	-16
CCCC(=O)Nc1nc2c(s1)COc1ccccc1-2	-10%	-19
O=C(CN1CCC(NC(=O)c2ccccc2F)CC1)Nc1ccc2c(c1)OCCO2	?	·
Cc1ccc(C2C(C#N)=C3N=C(N)c4ccccc4N3C3=C2C(=O)CCC3)cc1 (stereo not drawn)	?	·
CCCS(=O)(=O)N1CCN(CC2CC3C=CC2C3)CC1 (stereo not drawn)	8%	10
